sdo1 growth = restores growth of sdo1-depleted yeast; AID 817; 140,000 compounds, 0.21% hits; z-score at 10 µM; S. cerevisiae sdo1-depleted JHY4D growth rescue, OD600 30 h; stronger effect = higher value; pdr5 snq2 efflux-pump mutant strain;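 active means z-score above 3 at both the 24 hr and the 30 hr optical density reads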;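 further: z-score against mean and SD of all compound wells on the same plate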
INS promoter inh = TRM-6 insulin promoter activity inhibition | inhibition, % at 2 µM | AID 1273 | 130,000 compounds, 0.9% hits | TRM-6 cells (human fetal islet line), insulin promoter-eGFP reporter, imaging; reporter expression induced with tamoxifen;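 active means inhibition above the mean plus 3 SD, with well images judged a real hit on visual review, cut at about 60% in these data, passing the limit was not always enough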
sdo1 growth Rescue 24 h = second read-out of sdo1 growth, no call of its own (marks repeat the call); z-score; S. cerevisiae sdo1-depleted JHY4D growth rescue, OD600; measured here: growth rescue at 24 h;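 0 is the plate mean of compound wells and units are plate SD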
Numbers without * were called inactive; . = no result given.

SMILES	sdo1 growth	sdo1 growth Rescue 24 h	INS promoter inh
COc1cccc(-n2nnc3c(=O)n(CC(=O)N4CCCc5ccccc54)cnc32)c1	0.45	1.1	-6
C/C(=C\c1ccccc1)CN1CCN(c2cccc(Cl)c2)CC1	-1.9	-0.85	27
O=C(O)c1ccc(CSc2nnc(COc3ccc(Cl)cc3Cl)o2)cc1	-0.83	-1.4	.
O=C(C1CCCN(S(=O)(=O)c2ccccc2[N+](=O)[O-])C1)N1CCN(c2ccccc2)CC1 (stereo not given)	-1.1	-1.3	.
CCC1(C)Cc2c(sc3nc(SCC(=O)O)[nH]c(=O)c23)CO1 (stereo not given)	2.5	2.7	14
COc1cc(-c2nc3cnccn3c2Nc2ccc(C)cc2)ccc1O	-0.56	0.23	11
CN(C)S(=O)(=O)c1cccc(NC(=S)N2CCCCC2CO)c1 (stereo not given)	.	.	-7
FC(F)(F)COc1nc(OCC(F)(F)F)nc(N2CCN(c3ccccc3)CC2)n1	-0.16	0.28	0
CCCCC(=O)Nc1cccc(C(=O)N/N=C/c2ccc(OC)cc2OC)c1	2.2	2	.
Cc1ccc(SCC(=O)Nc2cc(C)on2)cc1	0.1	-0.21	26
O=C1CCc2cc(S(=O)(=O)NCCC(=O)N3CCN(c4cccc(Cl)c4)CC3)ccc2N1	-1	-1.1	-4
CCOC(=O)Cn1ccc(-c2ccccc2)c(C#N)c1=O	.	.	10
Cc1nn(-c2nc(-c3ccco3)cc(C(F)(F)F)n2)c(C)c1Br	-1.4	-1.8	.
CCC(C)(C)NC(=O)C1CCN(c2nc(C)cc(C)n2)CC1	1.1	2.1	7
COc1ccc([N+](=O)[O-])cc1NC(=O)C1(c2ccc(OC)c(OC)c2)CCOCC1	.	.	-100
COc1ccc2cc3c(N)c(C(=O)N4CCCC4)sc3nc2c1	-0.79	-0.67	-36
Nc1nnc(SCc2ccccc2)n1-c1ccccc1	0.42	0.66	15
Cc1cccc(-n2c(O)c(C=NCCCN3CCOCC3)c3ccccc3c2=O)c1	0.63	0.28	.
O=C(c1cnn2c(C(F)(F)F)cc(-c3ccccc3)nc12)N1CCOCC1	0.75	0.78	-44
COCc1nnc(NS(=O)(=O)c2ccc(NC(C)=O)cc2)s1	0.09	0.09	36

Part of the list above in order of heavy-atom count, smallest number first.
SMILES	sdo1 growth	sdo1 growth Rescue 24 h	INS promoter inh
CCC(C)(C)NC(=O)C1CCN(c2nc(C)cc(C)n2)CC1	1.1	2.1	7
COc1ccc2cc3c(N)c(C(=O)N4CCCC4)sc3nc2c1	-0.79	-0.67	-36
COc1cc(-c2nc3cnccn3c2Nc2ccc(C)cc2)ccc1O	-0.56	0.23	11
COc1ccc([N+](=O)[O-])cc1NC(=O)C1(c2ccc(OC)c(OC)c2)CCOCC1	.	.	-100
O=C(C1CCCN(S(=O)(=O)c2ccccc2[N+](=O)[O-])C1)N1CCN(c2ccccc2)CC1 (stereo not given)	-1.1	-1.3	.

(next part)
SMILES	sdo1 growth	sdo1 growth Rescue 24 h	INS promoter inh
Cn1c(N)c(C(=O)COC(=O)c2ccc(Br)o2)c(=O)n(C)c1=O	0.08	0.06	-47
CCCC(O)(CCN1CCOCC1)c1ccc(Br)cc1 (stereo not given)	-0.04	0.82	3
O=C(Oc1c(Cl)cc(Cl)c2cccnc12)c1cccc([N+](=O)[O-])c1	-2.4	-1.7	-9
COc1ccc(-c2cnn3c(N)c(S(=O)(=O)c4ccccc4)cnc23)cc1	-0.79	0.18	.
Cc1ccc(NS(=O)(=O)c2ccc(Cl)c(C(=O)O)c2)cc1S(=O)(=O)N1CCOCC1	0.84	0.78	.
CCOc1cc(N2CCOCC2)c(OCC)cc1NC(=S)NCCCOC	.	.	15
CC1C2CC(CC1(C)C)N(C(=O)Nc1ccc3nccnc3c1)C2 (stereo not given)	-0.33	-0.23	-61
N#CC1=C(N)SC(N)=C(C#N)C1Cc1ccccc1	-0.19	-0.85	55
COc1nc(NCc2ccc(Cl)cc2)nc(OC)n1	-0.43	-0.37	42
O=C(NCc1ccco1)NC1CCCCC1	0.57	-0.42	-60
COC(=O)c1cc2n(n1)CCN(Cc1ccccc1Cl)C2=O	-0.07	-0.98	-40
N#Cc1nc(-c2ccc(F)cc2)oc1NCc1ccccc1	-1.2	-0.38	.
COC(=O)c1ccc(-n2nc(C(F)(F)F)c3c2-c2ccoc2CC3)cc1	-1.1	0.65	27
CCOC(=O)c1cc(C(=O)Nc2ccc(C)c(F)c2)nn1C	0.15	0.4	-32
CC(=O)c1cccc(NC(=O)c2nc(-c3ccccc3)oc2C)c1	.	.	-57
CCCCOC(=O)CCc1nc2ccccc2[nH]1	0.6	1.1	-61
CC1CCN(S(=O)(=O)c2cn(CC(=O)N3CCN(C)CC3)c(=O)c3ccccc23)CC1	0.89	0.69	50
c1ccc(CNc2ccc3ccccc3n2)nc1	0.17	0.27	-24
Cc1ccc(C(=O)/C=C/C(=O)O)cc1	-0.03	0.72	33
N=c1c2c(-c3ccccc3)c(-c3ccccc3)n(Cc3ccccc3)c2ncn1CCO	-1.3	-1.1	-58
N#Cc1c(N)nc(SCc2ccccn2)c(C#N)c1-c1cccs1	-0.13	0.48	-71
CSc1nc2ccccc2n1Cc1cccc(F)c1	-0.9	0.16	-40
COc1ccc(C(=O)N2CCC(C(=O)O)CC2)cc1	0.58	0.55	6
CCN(CC)C(=O)COc1ccc(-c2nnc(N3CCCCC3)c3ccccc23)cc1	1.9	4	45
CCOC(=O)CNC(=O)CCCCCC(=O)NCC(=O)OCC	-0.13	-0.11	30
O=C(Cc1cn(Cc2cccc(Cl)c2)c2ccccc12)N1CCCCCC1	-0.25	0.61	8
COc1ccc(-n2c(SCc3cccnc3)nc3c(c2=O)SCC3)cc1OC	.	.	29
O=C(CN1CCN(c2ccccc2)CC1)Nc1nnc(-c2ccccc2)s1	-1	-0.62	31
CC(C)CCn1c(Sc2nc3ccccc3o2)nc2c1c(=O)[nH]c(=O)n2C	-0.17	-0.9	53
CN(C)CCCNC(=O)Cc1ccc(Br)cc1	-0.18	-0.56	58
O=C(Nc1ccc(Cl)c([N+](=O)[O-])c1)C(Sc1ccccc1)c1ccccc1 (stereo not given)	-1.6	-1	42
Clc1ccccc1CSc1nnc(Cn2cnc3ccccc32)n1-c1ccccc1	-0.26	0.98	-35
CC(C)(C)n1ncc2c(=O)n(CC(=O)NCc3ccccc3Cl)cnc21	-0.74	-0.54	20
Cc1cc(=O)[nH]c(SCC(=O)Nc2ccccc2C#N)c1C#N	-0.62	-1	-14
CC1(C)CC(=O)c2sc(N3CCCCC3)nc2C1	-0.09	-0.08	-9
COc1ccc(N(CC(=O)Nc2cc(C)on2)S(=O)(=O)c2ccc(Cl)cc2)cc1	-0.05	-0.51	-7
CCOC(=O)c1ccc(NC(=O)CSc2nnc(NC(=O)c3ccc(S(=O)(=O)N4CCOCC4)cc3)s2)cc1	2	2.5	-20
Cc1ccc(C(=O)NCCCNc2ccc(C(F)(F)F)cc2[N+](=O)[O-])cc1	-0.44	0.57	-36
CC1Cc2ccccc2N1S(=O)(=O)c1c(N)n(C)c(=O)n(C)c1=O (stereo not given)	.	.	-67
O=C(CCCC(=O)OCC(Cl)=C(Cl)Cl)Nc1ccccc1F	-0.27	-0.34	.
Cc1c(C(=O)Nc2ccc(-c3nnc4n3CCCCC4)cc2)oc2ccc(Br)cc12	0.35	0.86	7
O=C(COC(=O)c1cc(Br)ccc1O)Nc1cc(S(=O)(=O)N2CCCC2)ccc1Cl	.	.	-9
Cc1[nH]c2ccccc2c1C(=O)/C=C\c1ccccc1Cl	-0.56	0.92	.
CNC(=O)c1ccc(-c2ccccc2)s1	-0.08	-0.4	49
Cn1c(SCC(=O)N2CCc3ccccc32)nc2cccnc21	-0.7	-0.47	.
CCCOc1cc(C)c(Cl)cc1S(=O)(=O)N(CC)CC	-0.04	-0.17	-35
Cc1cc(=O)oc2cc(OCC(=O)OCC(=O)NCCc3ccccc3)ccc12	.	.	50
O=C(CC1NCCNC1=O)Nc1ccc2c(c1)OCCO2 (stereo not given)	0.37	-0.41	.
Cc1nc2ccc(C(=O)c3ccccc3)cc2[nH]1	0.13	-0.84	63
CCCCn1c(SCC(=O)NCc2ccco2)nc2c(sc3ccccc32)c1=O	0.2	1.7	14
CCOC(=O)c1[nH]c2ccc(C)cc2c1NC(=O)CN1CCCCC1	0.26	0.35	-68
COc1cc(SC)ccc1C(=O)Nc1ncc(Cl)cc1Cl	.	.	-42
COc1cccc(OC)c1OCC(C)CNCC1CCCO1 (stereo not given)	0.55	1.1	-25
C=CCNC(=S)NNC(=O)c1cc(C)nc2ccccc12	0.73	0.32	15
CC1CC(C)CN(C(=O)CCc2ccccc2)C1 (stereo not given)	.	.	7
O=C(NC1CCCC1)C(c1ccsc1)N(C(=O)Cc1cccs1)c1cccc(F)c1 (stereo not given)	-0.51	1.1	-7
CC(=O)Oc1ccc(C2OC(=O)c3ccccc3N2C(C)=O)cc1 (stereo not given)	-0.12	-0.41	4
Cc1ccc(NC(=O)C(OC(=O)c2ccc(NC(N)=O)cc2)c2ccccc2)cc1Cl (stereo not given)	1	1	.
COc1ccc(NC(=O)CC2C(=O)N(C)C(=S)N2CCc2ccccc2)cc1 (stereo not given)	-0.3	0.14	7
COCCN(Cc1cc2cc3c(cc2nc1Cl)OCO3)C(=O)Nc1ccc(F)cc1	-0.53	-1.2	29

Brought forward from above: four compounds; new compounds follow.
SMILES	sdo1 growth	sdo1 growth Rescue 24 h	INS promoter inh
CC(=O)Oc1ccc(C2OC(=O)c3ccccc3N2C(C)=O)cc1 (stereo not given)	-0.12	-0.41	4
Cc1ccc(NC(=O)C(OC(=O)c2ccc(NC(N)=O)cc2)c2ccccc2)cc1Cl (stereo not given)	1	1	.
COc1ccc(NC(=O)CC2C(=O)N(C)C(=S)N2CCc2ccccc2)cc1 (stereo not given)	-0.3	0.14	7
COCCN(Cc1cc2cc3c(cc2nc1Cl)OCO3)C(=O)Nc1ccc(F)cc1	-0.53	-1.2	29
CCOC(=O)Cc1csc(NC(=O)C(NC(=O)C2CCCCC2)C(C)C)n1 (stereo not given)	.	.	27
NC(=O)N/N=C/c1ccc(N2CCOCC2)s1	0.53	-0.21	-48
O=S(=O)(NCCn1cccc1)c1ccc2ccccc2c1	.	.	21
C=CCN1C(=O)C(CC(=O)O)SC1=Nc1c(C)n(C)n(-c2ccccc2)c1=O (stereo not given)	0.84	0.89	3
COc1ccc(OC)c(-c2nc(C(N)=O)c3[nH]c(=O)n(-c4ccc(F)cc4)c3n2)c1	0.19	2.8	.
CC(C)Oc1ccccc1/C=N/NC(=O)c1ccc(F)cc1	-0.26	-0.87	-21
O=C(N/N=C/c1cccnc1)c1ccccc1OCc1cccc(Br)c1	.	.	-33
COc1ccc(/C=C/C(=O)OCC(=O)NCC2CCCO2)cc1 (stereo not given)	0.47	0.08	-126
O=C(CCCN1C(=O)c2ccccc2C1=O)Nc1nnc(C2CC2)s1	.	.	8
O=C(Nc1nnc(-c2ccco2)s1)C1CC1	-0.3	-0.54	.
Cc1ccc2c(C)cc[n+](CCCS(=O)(=O)[O-])c2c1	1.1	0.92	3
CS(=O)(=O)N(Cc1ccccc1)c1ccc(C(=O)NCCSc2ccccn2)cc1	0.76	0.83	-16
O=[N+]([O-])c1cccc(/C=N/Nc2cc(Cl)nc(-c3ccccc3)n2)c1	0.49	2.4	7
CCOc1cc(NC(=S)Nc2cccc(OC)c2)c(OCC)cc1NC(=O)C1CC1	0.34	0.49	20
Cc1cn2c(-c3ccc(Cl)cc3)nnc2s1	-1.1	-0.86	.
O=c1[nH]ncc(N2CCN(C(c3ccccc3)c3ccccc3)CC2)c1Cl	-1.5	-1	-4
Cc1sc(NC(=O)C2CCCCC2C(=O)O)c(C(N)=O)c1-c1ccc(C(C)C)cc1 (stereo not given)	-0.19	-0.55	-39
Cn1cc(SCC(=O)NCc2ccc3c(c2)OCO3)c2ccccc21	-1.5	-1.4	.
O=C(Cn1cnc2c(cnn2-c2ccc(F)cc2)c1=O)NCc1ccco1	1.7	2.1	-29
Cc1ccc(-c2csc(NC(=O)c3ccno3)n2)cc1	-1.4	-0.63	-18
O=C(Cc1ccccc1)NNC(=O)Nc1ccc(Cl)c(Cl)c1	0.05	-0.17	-6
CCCCCCn1c(CN2CCN(C(=O)c3ccco3)CC2)nc2c1c(=O)n(C)c(=O)n2C	-1.4	-1.3	29
Cc1cc(C)nc(NC(=O)c2c(C(=O)O)noc2C)n1	.	.	15
COc1ccc(-c2cn3cc(C)ccc3n2)cc1Br	-1.1	-0.65	34
O=C(CCCN1C(=O)c2ccccc2C1=O)Nc1ccccn1	-0.78	-1.1	-7
CC(=O)c1cccc(NC(=O)CN(c2cccc(F)c2)S(C)(=O)=O)c1	0.86	0.89	58
Cc1cccc(N/C=C(\[N+](=O)[O-])S(=O)(=O)c2ccccc2)c1	.	.	41
Cc1noc(NS(=O)(=O)c2ccc(N)cc2)c1C	0.04	0.39	27
Cc1ccc(NC2=C([N+](=O)[O-])CS(=O)(=O)C2)cc1	-0.07	-0.63	52

Copied from the list.
Under sdo1 growth, COc1ccc(-c2cn3cc(C)ccc3n2)cc1Br has the entry -1.1
Under INS promoter inh, Cc1noc(NS(=O)(=O)c2ccc(N)cc2)c1C has the entry 27
Under INS promoter inh, CCCCCCn1c(CN2CCN(C(=O)c3ccco3)CC2)nc2c1c(=O)n(C)c(=O)n2C has the entry 29

Looked up by structure from the list above (4):
SMILES	sdo1 growth	sdo1 growth Rescue 24 h	INS promoter inh
O=C(Nc1ccc(Cl)c([N+](=O)[O-])c1)C(Sc1ccccc1)c1ccccc1 (stereo not given)	-1.6	-1	42
Cc1cc(=O)[nH]c(SCC(=O)Nc2ccccc2C#N)c1C#N	-0.62	-1	-14
Cc1sc(NC(=O)C2CCCCC2C(=O)O)c(C(N)=O)c1-c1ccc(C(C)C)cc1 (stereo not given)	-0.19	-0.55	-39
CC(C)(C)n1ncc2c(=O)n(CC(=O)NCc3ccccc3Cl)cnc21	-0.74	-0.54	20

An excerpt; the hit share may differ from the screen's.
